# CHRM5 antagonist – antagonists of human muscarinic M5 receptor (CHRM5). P08912. CHO-hM5 cells, Fluo-8 calcium fluorescence, ACh EC80. inhibition, % at 3 µM. 360,000 tested, 0.59% active. AID 624040;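 active means inhibition above a per-plate cutoff, the mean of that plate's test compounds plus 3 SD, cut at about 27% in these data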;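 further: 0% = acetylcholine EC80 with DMSO and 100% = DMSO without agonist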
# Target sequence (P08912 whole entry, looked up): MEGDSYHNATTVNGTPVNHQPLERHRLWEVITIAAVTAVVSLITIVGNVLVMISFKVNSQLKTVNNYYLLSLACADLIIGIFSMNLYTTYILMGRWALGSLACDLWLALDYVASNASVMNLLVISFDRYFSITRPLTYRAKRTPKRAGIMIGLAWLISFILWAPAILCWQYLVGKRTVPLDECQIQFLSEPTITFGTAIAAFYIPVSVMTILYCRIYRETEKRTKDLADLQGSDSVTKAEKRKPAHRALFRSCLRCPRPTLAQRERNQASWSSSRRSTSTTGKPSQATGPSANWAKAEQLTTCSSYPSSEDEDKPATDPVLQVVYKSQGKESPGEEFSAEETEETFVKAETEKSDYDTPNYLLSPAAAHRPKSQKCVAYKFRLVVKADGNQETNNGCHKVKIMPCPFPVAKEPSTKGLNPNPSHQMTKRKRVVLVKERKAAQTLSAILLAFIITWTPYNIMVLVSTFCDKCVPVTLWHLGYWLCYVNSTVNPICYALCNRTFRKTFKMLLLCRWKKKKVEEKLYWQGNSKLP
# M1 ag – activates human CHRM1 receptor. CHO-K1 hM1, Fluo-8 calcium fluorescence, agonist mode; 0% DMSO, 100% acetylcholine EC100. activation, % at 3 µM. 360,000 tested, 0.33% active. AID 588814;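 active means activation above the run's mean compound activation plus 3 SD, cut at about 16% in these data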;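 further: peak over basal fluorescence ratio within a 140 s kinetic read after compound addition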
# TAAR1 ag – agonists of human TAAR1. Q96RJ0. activation, % at 3 µM. CHO RD-HGA16 TAAR1, Fluo-8 calcium fluorescence; vehicle wells 0%, saturating PEA agonist 100%. 360,000 tested, 0.99% active;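 active means activation above the mean activation of all test compounds in the run plus 3 SD, cut at about 38% in these data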
#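 System: CHO-derived RD-HGA16 cells with stable Gα16 and human TAAR1 / Times: 17-24 h plating, Fluo-8 75 min 37 °C, 30 min RT / Technique: calcium-sensitive Fluo-8 signal, excitation 470-495, emission 515-575 nm / Measure: % activation relative to PEA EC100 response / Benchmarks: DMSO and PEA EC100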
# M1 PAM – human CHRM1 positive allosteric modulation; P11229; CHO-K1 hM1, Fluo-8 calcium fluorescence, ACh EC20; 0% = ACh EC20, 100% = maximal ACh; activation, % at 3 µM; 360,000 tested, 0.088% active; AID 588819; in the data active means activation above about 19%, passing the limit was not always enough
# CHRM4 antagonist – blocks acetylcholine activation of human M4 receptor. CHO-hM4 cells, ACh EC80, Fluo-8 calcium fluorescence. inhibition, % at 3 µM. 360,000 tested, 0.73% active;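 active means inhibition above its plate's cutoff, the mean inhibition of sample wells plus 3 SD, cut at about 27% in these data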;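 further: 0% = acetylcholine EC80 with DMSO and 100% = DMSO without agonist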
# Target sequence (P08173 whole entry, looked up): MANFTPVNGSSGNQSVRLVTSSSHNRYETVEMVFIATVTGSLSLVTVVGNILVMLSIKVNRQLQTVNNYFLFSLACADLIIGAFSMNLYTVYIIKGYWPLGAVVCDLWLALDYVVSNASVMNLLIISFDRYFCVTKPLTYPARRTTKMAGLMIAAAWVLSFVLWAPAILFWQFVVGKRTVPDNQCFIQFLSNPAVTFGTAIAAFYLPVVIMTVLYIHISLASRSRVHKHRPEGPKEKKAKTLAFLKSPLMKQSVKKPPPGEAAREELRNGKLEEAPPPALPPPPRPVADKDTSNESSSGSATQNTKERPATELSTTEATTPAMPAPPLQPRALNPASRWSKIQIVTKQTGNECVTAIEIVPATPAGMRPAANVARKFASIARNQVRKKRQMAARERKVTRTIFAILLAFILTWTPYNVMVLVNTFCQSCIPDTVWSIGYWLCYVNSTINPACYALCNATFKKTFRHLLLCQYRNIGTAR
# M5 PAM – positive allosteric modulators of human muscarinic M5 receptor; P08912; 360,000 tested, 0.3% active; CHO-K1 hM5, Fluo-8 calcium, ACh EC20 PAM; 0% = ACh EC20, 100% = ACh EC100; activation, % at 3 µM;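 active means activation above the run cutoff, the mean activation of all test compounds plus 3 SD, cut at about 18% in these data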
#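 Assay system: CHO-K1 hM5 cells / Incubation: Fluo-8 loading 80 min at 37 °C plus 30 min room temperature / Technique: Fluo-8 calcium dye fluorescence, kinetic read / Repeats: single replicate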
# M5 ag – agonists of human muscarinic M5 receptor (CHRM5); P08912; CHO-K1 hM5 cells, Fluo-8 calcium fluorescence; 0% DMSO wells, 100% maximal acetylcholine response; activation, % at 3 µM; 360,000 tested, 0.19% active; AID 624037;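 active means activation above the run's mean over test compounds plus 3 SD, cut at about 23% in these data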;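 further: signal is peak over basal fluorescence ratio across the kinetic read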
# CHRM1 antagonist – human CHRM1 antagonism. AID 588852. CHO-K1 hM1, Fluo-8 calcium fluorescence, ACh EC80 antagonist. inhibition, % at 3 µM. 360,000 tested, 1.3% active;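 active means percent inhibition above its own plate's cutoff, namely the mean of that plate's compound wells plus 3 SD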;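 further: peak over basal fluorescence ratio during 140 s after agonist addition; 0% = ACh EC80 plus DMSO and 100% = DMSO alone without agonist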
# M4 ag – CHRM4 agonism in calcium assay. activation, % at 3 µM. CHO-K1 hM4/Gqi5, Fluo-8 calcium fluorescence; vehicle 0%, full acetylcholine response 100%. AID 624127. 360,000 tested, 0.14% active. P08173;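 active means activation above the run mean over all test wells plus 3 SD, cut at about 32% in these data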;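 further: peak over basal fluorescence ratio per well then scaled between controls; 0% = DMSO wells and 100% = acetylcholine at EC100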
# * marks the source's active call; other numbers are inactive results; x = no result given.
(1) COc1cc(/C=C/C(=O)O)cc(S(=O)(=O)Nc2cccc(S(=O)(=O)N3CCOCC3)c2)c1OC
(2) COC(=O)c1cc2sc(Cl)cc2n1CC(=O)NCC1CCCO1 (stereo unspecified)
(3) Cc1nc2ccccn2c1C(=O)NN
(4) O=C(CNC(=O)c1ccccc1F)c1ccccc1
(5) CN(C)C(=O)C(=O)c1cccn1-c1ccccc1C#N
(6) CNc1ccc(S(=O)(=O)NCC(=O)OCC(=O)Nc2cccc(Cl)c2Cl)cc1[N+](=O)[O-]
(7) Nc1cc(C(=O)c2ccccc2)ccc1[N+](=O)[O-]
(8) O=[N+]([O-])c1ccccc1S(=O)(=O)n1cnc2ccccc21
compound no.,1,2,3,4,5,6,7,8
CHRM5 antagonist,-3.4,-5.0,8.6,2.1,10.6,-0.8,-21.0,-1.6
M1 ag,-3.0,-4.1,-4.0,-1.4,-2.2,-6.2,-13.2,-3.0
TAAR1 ag,1.9,13.9,1.1,11.7,0.5,2.2,9.9,0.2
M1 PAM,5.8,6.4,0.5,3.9,-1.0,7.5,6.7,4.3
CHRM4 antagonist,-7.9,12.7,1.6,1.4,-10.2,8.9,-3.9,-4.2
M5 PAM,3.1,-6.5,-7.9,-3.0,-6.4,2.6,10.4,3.3
M5 ag,-0.3,-12.7,-0.2,-0.9,-3.5,-2.4,-7.2,-1.3
CHRM1 antagonist,-10.1,-8.8,6.3,-3.0,-0.7,-10.3,2.3,-0.9
M4 ag,0.8,1.1,1.1,0.2,0.7,1.0,1.5,2.0

(9) C/C(=N\NC(=O)c1ccc(Br)cc1)C1C(=O)c2ccccc2C1=O
(10) Cc1ccc(N2C(=O)C3C4CCC(O4)C3C2=O)c(OC(F)F)c1 (stereo unspecified)
(11) Cc1cccc(OCCNC(=S)NC(=O)c2cccnc2)c1
(12) Cc1cc(=O)n2[nH]c(-c3ccco3)nc2n1
(13) Clc1ccc(CN2CCN(c3ncccn3)CC2)c(Cl)c1
(14) Cc1ccc(/C=N/NC(=O)Cn2cncn2)cc1
(15) O=[N+]([O-])c1ccc(C=CC=Cc2ccccc2)cc1
(16) CC(C)c1nc(C(=O)N2CCCC(CCC(=O)N(C)CCc3ccccn3)C2)cs1 (stereo unspecified)
compound no.,9,10,11,12,13,14,15,16
CHRM5 antagonist,4.4,5.0,5.2,6.0,-9.7,14.7,7.6,-1.9
M1 ag,-4.2,1.0,-10.2,-4.8,-5.6,-7.9,-0.8,-7.6
TAAR1 ag,1.9,0.5,-0.6,6.1,3.9,4.5,1.8,1.6
M1 PAM,-7.0,15.0,5.9,2.9,2.9,3.4,8.0,-1.8
CHRM4 antagonist,-2.2,1.1,7.2,16.3,-19.7,-7.0,4.1,-4.7
M5 PAM,-7.1,2.9,-3.0,-3.5,7.5,-4.4,-2.2,0.8
M5 ag,5.1,3.3,-3.5,-1.8,-5.4,-2.5,0.5,-1.3
CHRM1 antagonist,-1.0,-10.4,-9.8,1.8,-14.2,3.8,-6.3,0.9
M4 ag,9.2,0.7,0.1,0.2,-1.5,1.0,0.6,1.4

# Some of these compounds in order of length of the SMILES, rising.
(12) Cc1cc(=O)n2[nH]c(-c3ccco3)nc2n1
(11) Cc1cccc(OCCNC(=S)NC(=O)c2cccnc2)c1
(15) O=[N+]([O-])c1ccc(C=CC=Cc2ccccc2)cc1
(8) O=[N+]([O-])c1ccccc1S(=O)(=O)n1cnc2ccccc21
(10) Cc1ccc(N2C(=O)C3C4CCC(O4)C3C2=O)c(OC(F)F)c1 (stereo unspecified)
(9) C/C(=N\NC(=O)c1ccc(Br)cc1)C1C(=O)c2ccccc2C1=O
(16) CC(C)c1nc(C(=O)N2CCCC(CCC(=O)N(C)CCc3ccccn3)C2)cs1 (stereo unspecified)
compound no.,12,11,15,8,10,9,16
CHRM5 antagonist,6.0,5.2,7.6,-1.6,5.0,4.4,-1.9
M1 ag,-4.8,-10.2,-0.8,-3.0,1.0,-4.2,-7.6
TAAR1 ag,6.1,-0.6,1.8,0.2,0.5,1.9,1.6
M1 PAM,2.9,5.9,8.0,4.3,15.0,-7.0,-1.8
CHRM4 antagonist,16.3,7.2,4.1,-4.2,1.1,-2.2,-4.7
M5 PAM,-3.5,-3.0,-2.2,3.3,2.9,-7.1,0.8
M5 ag,-1.8,-3.5,0.5,-1.3,3.3,5.1,-1.3
CHRM1 antagonist,1.8,-9.8,-6.3,-0.9,-10.4,-1.0,0.9
M4 ag,0.2,0.1,0.6,2.0,0.7,9.2,1.4

# 2 entries from above, with two lines to a compound.
# Order of values: CHRM5 antagonist	M1 ag	TAAR1 ag	M1 PAM	CHRM4 antagonist	M5 PAM	M5 ag	CHRM1 antagonist	M4 ag
14	Cc1ccc(/C=N/NC(=O)Cn2cncn2)cc1
    14.7	-7.9	4.5	3.4	-7.0	-4.4	-2.5	3.8	1.0
10	Cc1ccc(N2C(=O)C3C4CCC(O4)C3C2=O)c(OC(F)F)c1 (stereo unspecified)
    5.0	1.0	0.5	15.0	1.1	2.9	3.3	-10.4	0.7

# Next results
(17) CCn1cc(CN2CCc3c([nH]c4ccccc34)C2c2ccc(F)c(OC)c2)c(C)n1 (stereo unspecified)
(18) CSc1ccccc1NC(=O)Cn1c([N+](=O)[O-])cnc1C
(19) Oc1ccc(-c2c(-c3ccsc3)sc3ccccc23)cc1
(20) N#CC1=C(N)Oc2ccc3ccccc3c2C1c1cccnc1 (stereo unspecified)
(21) NC(=O)c1nsc(C(=O)N(Cc2ccc(F)cc2)C(C(=O)NC2CCCC2)c2ccco2)c1N (stereo unspecified)
(22) COc1ccc2c(OC)c3ccoc3nc2c1OC
(23) CCOC(=O)[C@]12CCCC=C1N(Cc1ccc3c(c1)OCO3)C(=O)[C@H](CC(=O)N1CCN(C(=O)c3ccco3)CC1)C2
(24) CCc1ccc(-c2cc(C)no2)cc1S(=O)(=O)N1CCOc2ccccc21
compound no.,17,18,19,20,21,22,23,24
CHRM5 antagonist,4.7,1.4,-1.6,-3.0,4.3,-2.7,1.6,-0.2
M1 ag,-4.2,-3.1,-3.0,-0.3,-2.9,-2.5,x,-3.7
TAAR1 ag,-1.1,2.3,3.9,10.9,0.4,-1.0,5.3,3.0
M1 PAM,6.0,10.2,4.5,3.4,3.5,0.2,x,-4.9
CHRM4 antagonist,10.0,3.6,-2.8,-4.7,6.9,-9.1,-12.6,-2.6
M5 PAM,2.7,3.3,-0.4,5.6,-4.6,-2.0,-5.3,-6.3
M5 ag,0.4,0.4,3.1,4.8,-2.4,3.3,3.8,-4.2
CHRM1 antagonist,-2.7,-7.6,3.0,5.6,1.2,-3.9,x,2.8
M4 ag,1.2,1.7,-0.2,0.1,4.3,0.0,6.3,0.5

(25) CC(C)OCCCNC(=O)C(C)Oc1ccccc1 (stereo unspecified)
(26) COc1cc(CNn2nnnc2N)ccc1OCC(=O)NC(C)(C)C
(27) O=[N+]([O-])c1cccc(S(=O)(=O)NCc2ccccn2)c1
(28) Cc1c(NC(=O)CN2C(=O)C(=O)N(Cc3ccccc3)C2=O)c(=O)n(-c2ccccc2)n1C
(29) COc1ccc(S(=O)(=O)N2CCN(CC(=O)c3c(N)n(C)c(=O)n(C)c3=O)CC2)cc1OC
(30) CN(Cc1ccccc1)C(=O)c1ccccc1NC(=O)c1ccccc1
(31) Cn1c(=O)n(C)c2cc(C(N)=O)ccc21
(32) CCC(C)(C)NC(=O)CN(C(=O)c1csnn1)c1ccccc1-c1ccccc1
compound no.,25,26,27,28,29,30,31,32
CHRM5 antagonist,8.8,-2.2,18.5,-0.1,10.6,1.7,-2.1,-3.0
M1 ag,-4.2,-5.6,-3.3,1.8,-6.7,-4.2,-1.9,-5.8
TAAR1 ag,x,8.8,2.0,0.5,2.3,8.0,5.4,13.2
M1 PAM,4.2,8.6,0.1,15.0,-1.9,-4.9,-2.8,3.2
CHRM4 antagonist,0.3,-0.2,-2.2,0.5,-3.2,5.3,0.2,-1.2
M5 PAM,-1.7,-1.1,0.5,5.6,-5.5,-9.6,5.5,1.4
M5 ag,-1.9,-2.2,-4.5,0.1,-1.2,-1.7,3.4,0.9
CHRM1 antagonist,-3.4,-4.8,-1.8,-20.5,9.5,9.8,7.0,-1.2
M4 ag,7.0,0.4,-0.9,0.1,-0.7,4.4,-0.2,0.7

(33) O=C(OCC(=O)N1CCN(c2ccc(F)cc2)CC1)c1cnc2ccccc2n1
(34) Cc1nc2sc(C(=O)Nc3ccccc3)c(N)c2c(C)c1[N+](=O)[O-]
(35) COc1ccc(C(=O)NC(Oc2ccccc2)C(Cl)(Cl)Cl)cc1 (stereo unspecified)
(36) CCOP(=O)(c1ccc(N(C)C)cc1)C(O)c1c(Cl)cccc1Cl (stereo unspecified)
(37) COc1ccc(-n2nc(C(N)=O)c(O)cc2=O)cc1
(38) CC(C)n1cc(C#N)c(N)n1
(39) Fc1ccc(-n2nnc(-c3cccnc3Cl)n2)cc1
(40) O=C(Nc1ccccc1C(=O)N/N=C/c1ccco1)c1ccc(F)cc1
compound no.,33,34,35,36,37,38,39,40
CHRM5 antagonist,-0.4,9.4,-4.5,4.4,-2.6,8.2,2.2,-21.8
M1 ag,-4.0,-5.8,-4.3,-2.9,-5.2,-2.7,-5.8,-3.0
TAAR1 ag,12.7,11.0,4.3,-0.1,9.4,2.7,1.1,8.2
M1 PAM,16.5,3.6,-4.5,7.9,-2.7,-3.9,9.2,9.5
CHRM4 antagonist,-2.7,-11.3,-4.1,-6.7,-1.4,-4.1,-14.4,20.7
M5 PAM,3.4,0.9,-8.1,-5.5,-0.8,-21.5,12.9,9.3
M5 ag,2.2,-1.9,-12.5,-11.0,-2.9,2.8,-5.9,-0.2
CHRM1 antagonist,-12.9,-5.4,2.8,-4.7,0.7,-1.1,-8.8,-15.8
M4 ag,2.1,2.4,-1.4,-0.2,0.3,10.2,0.0,0.9

(41) CCn1c(SCC(=O)Nc2ccccc2C(=O)OC)nnc1-c1cccc(C)c1
(42) CC(=O)C1C(=O)CC(c2ccc(Cl)cc2)CC1=O (stereo unspecified)
(43) COCCNC(=O)C(c1ccc(C)o1)N(Cc1ccco1)C(=O)c1snc(C(N)=O)c1N (stereo unspecified)
(44) CCCCNCCS(=O)(=O)NCc1ccccc1
(45) CCNc1nc(NCC)nc(OCCOC(=O)c2ccccc2)n1
(46) CN(C)c1ccc(C(=S)N2CCCCC2)cc1
(47) Cc1nn(-c2ccc(Cl)nn2)c(=O)c2ccccc12
(48) COc1cc(OC)cc(-c2nnc(NC(=O)Cc3ccc(F)cc3)o2)c1
compound no.,41,42,43,44,45,46,47,48
CHRM5 antagonist,8.0,-7.9,6.8,9.2,4.5,-5.1,7.8,-2.3
M1 ag,-6.3,-2.3,-3.1,-2.8,-5.1,-6.7,-4.8,-4.1
TAAR1 ag,7.0,0.9,10.8,0.8,10.3,2.9,-0.6,2.6
M1 PAM,7.5,6.3,-7.8,4.2,2.4,-6.2,5.5,4.4
CHRM4 antagonist,5.8,-2.0,-5.9,7.6,5.9,5.4,-0.2,0.7
M5 PAM,-7.6,5.8,-9.7,-3.3,-1.9,1.7,2.0,-3.9
M5 ag,-1.4,1.3,3.5,0.9,1.5,-1.2,-0.9,-1.9
CHRM1 antagonist,-7.1,-7.7,5.6,-11.2,1.0,0.5,-3.1,4.0
M4 ag,-0.3,1.6,4.9,2.0,1.8,-0.5,0.6,0.8

# Only part of the results is shown. The share of hits here may be higher or lower than overall.
